# TEAD-YAP block: TEAD-YAP interaction inhibition | AID 1259422 | inhibition, % at 9.12 µM | HEK-TIYL cells, TEAD-Gal4/YAP UAS-luciferase luminescence | 1.4% of 640,000 active; in the data active = inhibition above about 32%;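 note: 0% = median of test compound wells and 100% = reference inhibitor wells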
# GPR151 ag: activates the human receptor GPR151; Q8TDV0; PathHunter beta-arrestin GPR151 cells, luminescence; activation, % at 11.2 µM; 1% of 650,000 active; AID 1508602; in the data active = activation above about 4.9%;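 note: 0% = median of compound wells and 100% = cells with positive control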
# Target sequence (Q8TDV0 whole entry, looked up): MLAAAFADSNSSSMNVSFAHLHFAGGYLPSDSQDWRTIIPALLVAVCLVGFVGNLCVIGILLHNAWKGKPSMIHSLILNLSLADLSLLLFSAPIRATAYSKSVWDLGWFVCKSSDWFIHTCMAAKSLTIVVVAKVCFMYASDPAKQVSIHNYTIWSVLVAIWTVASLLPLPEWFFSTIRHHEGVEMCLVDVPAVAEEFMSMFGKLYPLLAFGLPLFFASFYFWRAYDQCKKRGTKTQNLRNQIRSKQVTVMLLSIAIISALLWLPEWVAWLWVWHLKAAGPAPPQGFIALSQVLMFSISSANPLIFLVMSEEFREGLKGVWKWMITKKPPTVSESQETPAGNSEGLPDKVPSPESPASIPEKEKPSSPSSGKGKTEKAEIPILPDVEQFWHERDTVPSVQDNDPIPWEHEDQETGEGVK
# FBW7 act: activators of human E3 ligase FBW7 | Q969H0 | AlphaScreen FBW7–phospho-cyclin E peptide binding, activator screen | normalized activity (activation), % at 26.1 µM | 0.13% of 650,000 active; in the data active = normalized activity above about 1.9%;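 note: purified mutant Fbw7 with reduced substrate affinity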
# MITF inh: blocks human microphthalmia-associated transcription factor | O75030 | AlphaScreen MITF homodimerization, bead proximity signal | inhibition, % at 2.6 µM | 0.91% of 650,000 active | AID 1259374; in the data active = inhibition above about 50%;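 note: 0% = vehicle wells with protein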
# Target sequence (O75030 whole entry, looked up): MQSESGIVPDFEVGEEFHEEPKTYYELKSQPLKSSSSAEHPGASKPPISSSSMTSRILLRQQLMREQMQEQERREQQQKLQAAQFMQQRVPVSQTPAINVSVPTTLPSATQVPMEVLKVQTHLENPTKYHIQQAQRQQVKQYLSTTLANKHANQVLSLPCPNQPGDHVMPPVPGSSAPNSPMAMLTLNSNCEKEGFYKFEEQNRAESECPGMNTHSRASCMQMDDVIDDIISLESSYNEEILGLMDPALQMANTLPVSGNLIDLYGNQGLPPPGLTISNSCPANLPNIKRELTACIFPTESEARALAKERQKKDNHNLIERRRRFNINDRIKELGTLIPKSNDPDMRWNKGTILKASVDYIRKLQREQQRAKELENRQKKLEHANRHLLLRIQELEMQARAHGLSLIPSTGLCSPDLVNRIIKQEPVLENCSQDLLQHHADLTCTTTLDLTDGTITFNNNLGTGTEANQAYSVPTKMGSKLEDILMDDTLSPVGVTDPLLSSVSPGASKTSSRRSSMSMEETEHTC
# Numbers without * were called inactive; & = joins results of further samples. Compounds were not picked by outcome; about 3.5% have a hit in one of these screens.
Structure	TEAD-YAP block	GPR151 ag	FBW7 act	MITF inh
CN1CCC(O)(c2ccc3c(c2)CN(Cc2ccc(F)cc2Cl)CCO3)CC1	-1	0.9	-0.2	4
O=C(NN=C1CCCCCCC1)c1cccnc1	-10	-0.3	-0.2	-1
COc1ccc(S(=O)(=O)N2CCCC(C)C2)c(C)c1C (stereo unspecified)	12	-0.7	0.0	-3
CC(=O)Nc1ccc2c(c1)CN(Cc1ccc(Cl)cc1)CO2	2	-1.0	0.2	-15
O=C(CSCC(=O)N1CCCc2ccccc21)Nc1ccccc1	-2	1.3	0.0	-2
CC1(C)CC(=O)c2cc(C(=O)Nc3cccc(F)c3)c(=O)n(-c3ccc(Cl)cc3)c2C1	8	-1.0	0.1	0
CCCCc1c(O)nc(SCC(=O)N2CCOCC2)n(-c2ccccc2OC)c1=O	0	-0.7	0.2	22
COc1ccc(CCNC(=O)c2ccc(N3CC4CC(C3)c3cccc(=O)n3C4)c(NS(=O)(=O)c3ccc(F)cc3)c2)cc1OC (stereo unspecified)	-15	0.0	0.4	26
Cc1sc2nc(-c3ccccc3)oc(=O)c2c1C	0	-1.6	0.7	25
Cc1cc(NS(=O)(=O)c2ccc3c(c2)NC(=O)CC(=O)N3)ccc1Br	-1	1.4	0.0	6
CN1CCN(C(CNC(=O)c2cccc([N+](=O)[O-])c2)c2ccc(N(C)C)cc2)CC1 (stereo unspecified)	-10	1.1	0.0	-10
COC(=O)c1ccc(N2C(=O)/C(=C\c3cccnc3)SC2=S)cc1	-20	0.5	0.1	5
CCOC(=O)C1=C(C)N=c2s/c(=C\c3ccco3)c(=O)n2C1c1cccc(OC)c1 (stereo unspecified)	12	-0.5	-0.3	5
CCOC(=O)c1cnc2nc(C(F)(F)F)[nH]n2c1=O	3	-0.2	0.0	0
C=CCc1cccc(/C=N/c2ncccc2O)c1O	3	-0.4	-0.1	-5
c1cncc(-c2nc3cc4ccccc4cc3[nH]2)c1	-16	-6.3	0.2	-5
CC1CCC(=NNc2ccc(Cl)c(C(=O)O)c2)CC1 (stereo unspecified)	-47	-0.6	0.1	12
O=C(c1ccco1)N1CCN(S(=O)(=O)c2ccc(F)cc2)CC1	-2	-0.4	0.0	-7
Cc1ccc(NC(=O)c2cc(S(=O)(=O)N3CCCCCC3)ccc2F)cc1	-1	0.7	0.2	19
Cc1ccc2cc(C3CC(c4ccc(Br)cc4)=NN3S(C)(=O)=O)c(Cl)nc2c1 (stereo unspecified)	-14	-0.6	0.1	9
CCOc1ccc(C(c2sc3nc(C)nn3c2O)N2CCC(C)CC2)cc1OC (stereo unspecified)	5	0.0	0.1	-4
O=C(NCC1(c2ccccc2)CCCC1)C1CC12CCN(C(=O)/C=C/c1cnc[nH]1)CC2 (stereo unspecified)	-5	-0.5	0.1	4
COc1ccccc1CNC(=O)/C=C/c1ccc(F)cc1	-1	-0.7	0.4	-13
CCCCCCCCCCCCC[N+](C)(C)Cc1ccccc1	38*	0.9	0.2	24
COc1ccc(S(=O)(=O)N2CCN(C(=O)c3cccc(Cl)c3)CC2)cc1	2	-0.7	-0.1	-5
COc1ccc(C(=O)Cn2c3ccccc3n3nc(CCC(=O)O)c(=O)nc23)cc1OC	3	-1.1	0.9	17
CC(=O)c1ccc(N2CCN(C(=O)c3ccc(F)c(F)c3)CC2)c(F)c1	-4	0.0	-0.1	-8
O=C(Cn1c2ccccc2c(=O)c2cc([N+](=O)[O-])ccc21)Nc1ccc(OCc2ccccc2)cc1	-3	1.0	-0.1	-13
CC1=C(C(N)=O)C(c2cccc(Cl)c2)n2ncnc2N1 (stereo unspecified)	10	0.0	0.1	6
O=C(CSc1nc2ccccc2c(=O)n1NC(=O)Cc1ccccc1)NCc1ccccc1Cl	-2	0.4	-0.1	-1
CCCCSc1nnc(C)c(=O)[nH]1	-6&15	-2.3&-0.7	0.0&0.2	9&2
CC(=O)Nc1cccc(C(=O)O)c1O	1	0.3	0.0	20
O=C(Oc1ccc(Cl)cc1N1C(=O)CCC1=O)c1ccco1	3	-0.9	0.1	-3
COc1ccc(C2C3C(=O)N(C(C)C)C(=O)C3ON2c2ccc(Cl)cc2)cc1 (stereo unspecified)	3	0.9	0.0	-1
CCN(CC)c1ccc2cc(-c3nc(-c4ccc(Br)cc4)cs3)c(=Nc3ccccc3C)oc2c1	12	-0.2	0.3	2
CCNC(=O)[C@@H]1C[C@@H](NCc2ccc(SC)cc2)CN1Cc1ccc2ccccc2c1	2	0.3	1.2	24
O=C(NCCc1ccc(O)cc1)c1csc(-c2csc3ccccc23)n1	4	2.1	0.2	13
CCOC(=O)C1=C(C)NC(C)=C(C(=O)OCC)C1c1ccc(C(C)(C)C)cc1	3	-0.3	0.3	-15
CC(C)Oc1ccc(CNC(=O)Nc2cccs2)cc1	-4	2.2	-0.2	3
COc1ccc(NCC(=O)NN=C2CCCC2)cc1	16	1.8	-0.2	13
Nc1nonc1-n1nnc(C(=O)N/N=C/c2cccc(F)c2)c1CN1CCCCCC1	-4	1.0	0.0	-2
O=C(CSc1nc(=O)n(Cc2ccncc2)c2c1CCCC2)NCc1ccco1	1	-2.6	-0.1	-8
COc1ccc2c(c1)CCC1C2=NN(/C(C)=C/C(C)=O)C1c1ccc(F)cc1 (stereo unspecified)	-16	2.5	0.0	6
COc1ccc(/C=C(\C#N)C(=O)Nc2ccc(S(N)(=O)=O)cc2)cc1OC	-8	0.4	-0.3	4
Cn1c(=O)c2c(SCC(=O)c3ccccc3)nc(C3CCCCC3)nc2n(C)c1=O	4	4.6	-0.2	-10
COc1ccc(NC(=O)Nc2ccc(OC(F)F)cc2C)cc1	2	0.7	0.1	2
Fc1ccccc1Nc1nc(-c2ccccc2)cs1	-27	-0.9	0.0	-2
COc1cc(C(=O)O)cc(NC(=O)c2ccco2)c1OC	5	0.2	0.0	2
CCc1c(C(=O)N/N=C/c2ccccc2O)nnn1-c1nonc1N	7	-2.1	-0.4	-11
Cc1ccnc(SCC(=O)N2CCN(C(c3ccccc3)c3ccccc3)CC2)n1	0	0.4	0.2	10
CC(=O)Nc1nnc(-c2c(F)cccc2F)s1	-48	-1.5	0.0	-8
O=C1c2ccccc2C(Nc2ccccn2)N1Cc1ccccc1 (stereo unspecified)	2	0.9	-0.1	3
O=C(NCCc1ccccc1)C1CCCN1S(=O)(=O)c1cccc2nsnc12 (stereo unspecified)	-4	-0.1	-0.3	2
COc1cc(CNCc2ccc(C)cc2)ccc1OCc1c(C)noc1C	7	1.3	-0.1	27
CC(C)(C)C(=O)N1CCC(Cn2nc(-c3ccc(F)cc3)ccc2=O)CC1	-8	-0.6	1.1	8
O=C(Cn1c(=O)c2cccn2c2ccccc21)N1CCCCC1	-6	0.2	0.2	10
O=C1CC2(CCN(C(=O)c3ccc(S(=O)(=O)N4CCCCC4)cc3)CC2)Oc2ccccc21	9	-0.2	0.0	16
COc1ccc(NC2CCC(C)CC2)cc1OC (stereo unspecified)	5	0.7	-0.2	7
CCCCOC(=O)COc1cc2oc(=O)cc(C)c2cc1CC	1	-0.2	0.1	-4
FC(F)(F)c1ccc(Nc2nc(NCCN3CCOCC3)c3ncn(-c4ccccc4)c3n2)cc1	1	-1.4	0.7	10

# Continued.
mol,TEAD-YAP block,GPR151 ag,FBW7 act,MITF inh
CC(=O)Nc1ccc(C(=O)c2ccccc2)c(O)c1,-11,0.7,0.0,3
Cc1cc(C(=O)COc2ccccc2C(N)=O)c(C)n1Cc1ccco1,27,1.3,0.0,2
C=CCn1c(SCC(=O)Nc2ccccc2C(F)(F)F)nc2scc(-c3ccc(F)cc3)c2c1=O,2,-1.0,0.0,-3
O=C1N=C(N2CCN(c3ccccc3)CC2)S/C1=C\c1ccco1,-1,-0.5,0.0,11
CC(Cl)C(=O)Nc1ccc(S(=O)(=O)Nc2ncccn2)cc1 (stereo unspecified),-1,0.3,0.7,13
O=C(COC(=O)c1ccc(Cl)cc1[N+](=O)[O-])NC1CCCCCC1,3,0.0,-0.1,9
Cn1c(=O)c2c(SCC(=O)N3CCCCC3)nc(-c3ccccc3)nc2n(C)c1=O,-4,0.8,0.3,-8
Cc1ccc(-c2csc(NC(=O)c3ccc(-c4ccccc4)cc3)n2)cc1,1,-0.3,0.0,7
O=C(Nc1ccc(-c2cscn2)cc1)C1CCCN(C(=O)CC2=CCCCC2)C1 (stereo unspecified),2,-0.3,0.1,16
O=C(c1ccccc1[N+](=O)[O-])n1cc(Br)cn1,0,-0.8,0.2,5
COc1cc2nc(NC(=O)c3cccc(Cl)c3)sc2cc1OC,-16,0.5,0.2,-21
CCOC(=O)N/N=C/C=C/c1ccccc1[N+](=O)[O-],-6,0.2,0.1,16
COc1ccc2c(c1)c(CC(=O)N1CCOCC1)c(C)n2C(=O)c1ccc(Cl)cc1,15,1.6&-0.9&3.4,0.0&0.0,-2&-12&6
COc1ccc(NC(=S)NC(=O)c2c(OC)cccc2OC)cc1[N+](=O)[O-],1,-1.5,0.5,7
CCCCCCCC1=NN2C(=N)/C(=C/c3ccc(OC)c(OC)c3)C(=O)N=C2S1,2,-2.3,-0.1,0

# Entries of single compounds, quoted from the list. Order of screens: TEAD-YAP block	GPR151 ag	FBW7 act	MITF inh
# Shown for `CCCCCCCCCCCCC[N+](C)(C)Cc1ccccc1` → 38*	0.9	0.2	24
# Shown for `COc1ccc(NC(=S)NC(=O)c2c(OC)cccc2OC)cc1[N+](=O)[O-]` → 1	-1.5	0.5	7
# Shown for `CCCCOC(=O)COc1cc2oc(=O)cc(C)c2cc1CC` → 1	-0.2	0.1	-4
# Shown for `COc1ccccc1CNC(=O)/C=C/c1ccc(F)cc1` → -1	-0.7	0.4	-13
# Shown for `COc1cc2nc(NC(=O)c3cccc(Cl)c3)sc2cc1OC` → -16	0.5	0.2	-21

# Further records follow:
mol,TEAD-YAP block,GPR151 ag,FBW7 act,MITF inh
O=c1c2ccccc2nc(CSc2nccn2Cc2ccccc2)n1-c1ccccc1Cl,-7,2.3,-0.3,3
COc1cc(/C=N/Nc2ccccn2)cc(Br)c1OC,-28,1.5,0.0,13
CN(C)CCCN(CCCN(C)C)Cc1ccccc1C(F)(F)F,3,0.9,-0.1,49
O=C1c2ccccc2C(=O)N1CCCCNc1ccc(F)cc1F,19,-0.4,0.0,0
COc1cccc(C(=O)Nc2nnc(CCS(=O)(=O)c3ccc(Br)cc3)s2)c1,0,0.0,0.1,4
CC(=O)/C=C1\N(C)c2ccccc2C1(C)C,-10,1.3,0.1,10
CCOC(=O)C1CCN(C(=O)C(C)n2c3ccccc3c3nc(=O)cc(C)n32)CC1 (stereo unspecified),3,-1.6,0.2,15
Cc1cc(OCCN2CCN(C)CC2)ccc1C(C)C,4,-0.2,-0.1,59*
CCc1nn2c(N3CCC(O)CC3)c3c(nc2c1-c1cccs1)CCC3,-3,0.9,-0.2,2
CCOC(=O)c1c(NC(=O)C2CC2c2ccccc2)sc2c1CCCC2 (stereo unspecified),-4,1.7,0.2,-8
C=CCN(c1ccccc1)S(=O)(=O)c1cccc(C(=O)NNC(=O)c2ccccc2)c1,0,-2.4,-0.1,-3
CC1=C(C(=O)Nc2ccccn2)C(c2ccccn2)n2ncnc2N1 (stereo unspecified),-10,-0.1,0.1,-6
COc1cc2ccccc2cc1C(=O)Nc1ccc(S(=O)(=O)Nc2cc(C)on2)cc1,5,-0.7,0.1,18
O=C1CCCN1CCCNc1nc(Nc2nccc3ccccc23)nc2nc[nH]c12,-4,-1.1,-0.2,8
COC(=O)CSc1nc(C)cc(Oc2ccc(=O)n(C)n2)n1,-2,0.6,0.0,-13
O=C(COC(=O)c1cc(Br)ccc1O)NC12CC3CC(CC(C3)C1)C2,4,1.8,0.3,13
CCCSc1nnc2c(n1)OC(c1ccccc1OC(C)=O)N(C(C)=O)c1ccccc1-2 (stereo unspecified),-3,-0.9,0.6,21
Cn1c(N2CCN(S(=O)(=O)Cc3ccccc3)CC2)nc2ccccc21,-6,0.7,0.0,11
Cc1ccc(-c2nc3nc(-c4ccc(Cl)cc4Cl)cn3nc2-c2ccc(C)cc2)cc1,11,-2.0,0.1,-3
CC(C)(C)C1=N/C(=C\c2ccc([N+](=O)[O-])cc2)C(=O)O1,10,-0.1,0.3,13
C=CCNC(=O)CN1N=C(c2ccccc2)CCC1=O,9,-0.2,0.2,5
N#CC1(C#N)[C@@H]2c3ccccc3C=CN2[C@@H](C(=O)c2ccc(Cl)cc2)[C@@H]1c1cccs1,-9,-0.2,0.7,10
O=C(C1=CCN(S(=O)(=O)c2ccccc2)CC1)N1CCCCC1,-2,-0.8,0.9,16
COC(=O)c1cc(NC(=O)CSc2nc3[nH]ncc3c(=O)n2-c2ccccc2)cc(C(=O)OC)c1,3,-0.4,0.2,-4
Cn1c(SCC(N)=O)nc2ccccc21,-8,0.2,-0.1,-2
CCn1c(=O)cc(SCC(=O)NCCN2CCc3ccccc3C2)c2ccccc21,3,-0.7,0.9,17
c1ccc(OCCNc2nc(N3CCC(N4CCOCC4)CC3)nc3c2ncn3C2CCCCC2)cc1,-11,-0.3,-0.2,15
